Source: PubChem (several laboratories)
bIAP inhibitor = bovine intestinal alkaline phosphatase inhibitors, primary screen, selectivity assay for TNAP inhibitor project, biochemical, bovine IAP, CDP-star luminescence | AID 1019, 2008 | purified bovine IAP, 30 min | 190,000 tested, under 10 active | inhibition, % at 20 µM;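 active = over 50% inhibition of intestinal alkaline phosphatase at 20 µM in the single-dose screen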
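Assay system – bovine IAP enzyme · Quantity – bovine IAP at 1/65,000,000 final dilution · Detection – CDP-star luminescence signal · Times – 30 min reaction at room temperature · Also added – CDP-star substrate at 30 µM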
TNAP inh noacc = human TNAP enzyme inhibitors, primary screen, biochemical, luminescent, no phosphate acceptor, uHTS; Alkaline phosphatase, tissue-nonspecific isozyme (Homo sapiens), P05186; purified TNAP, CDP-star luminescence, 30 min; inhibition, % at 20 µM; hit rate 0.26% among 200,000; AID 1012, 2008;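 active = tissue-nonspecific alkaline phosphatase inhibition above about 50% at 20 µM in the single-dose screen, limit read from the data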;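 also: 0% = DMSO negative control and 100% = EDTA positive control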
Target sequence (P05186 whole entry, looked up): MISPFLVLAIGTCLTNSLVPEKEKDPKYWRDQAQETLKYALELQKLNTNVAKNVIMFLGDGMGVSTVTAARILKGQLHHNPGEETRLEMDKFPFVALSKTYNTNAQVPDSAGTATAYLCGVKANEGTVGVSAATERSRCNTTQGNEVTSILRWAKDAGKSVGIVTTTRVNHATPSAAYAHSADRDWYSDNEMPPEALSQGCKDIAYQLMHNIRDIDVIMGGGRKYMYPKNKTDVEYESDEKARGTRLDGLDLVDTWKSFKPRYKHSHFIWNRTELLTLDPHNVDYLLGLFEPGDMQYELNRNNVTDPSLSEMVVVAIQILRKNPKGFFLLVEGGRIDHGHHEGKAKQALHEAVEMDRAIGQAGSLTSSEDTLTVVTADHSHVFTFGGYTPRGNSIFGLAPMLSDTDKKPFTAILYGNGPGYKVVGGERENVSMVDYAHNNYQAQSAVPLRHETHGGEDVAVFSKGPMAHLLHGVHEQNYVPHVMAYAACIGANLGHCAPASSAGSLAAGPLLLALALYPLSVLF
TNAP act hi DEA = TNAP activators at high phosphate acceptor level, primary screen, biochemical, luminescence, uHTS. 200,000 tested, under 10 active. Alkaline phosphatase, tissue-nonspecific isozyme (Homo sapiens), P05186. purified TNAP, CDP-star luminescence, 1 M DEA, 30 min; active compounds read high; 0 = EDTA background, 1 = DMSO-only activity. activation factor at 20 µM;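 active = activation factor at least 2 at 20 µM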
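Assay system: human TNAP; Input: enzyme diluted 1/800 final; Reagent: CDP-star luminogenic substrate at 100 µM final; Timing: 30 min, room temperature; Signal: luminescence; Evaluation: TNAP activation factor scaled between EDTA and DMSO control wells.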
SRC2 TRFRET art = TR-FRET signal artefacts, primary screen, artefact control for PPARgamma SRC-2 agonist project, biochemical; hit rate 0.4% among 200,000; TR-FRET ratio at 8 µM; TR-FRET artefact counter-screen; active compounds read high; in the data active = TR-FRET ratio above about 2000; also: inactives centre near 1500
Efa HMGR inh = inhibitors of E. faecalis class II HMGR, primary screen, biochemical, Enterococcus faecalis; HMG-CoA reductase (Enterococcus faecalis, mvaE); purified E. faecalis HMGR, NADPH absorbance 340 nm kinetic; inhibition, % at 10 µM; hit rate 0.41% among 190,000; AID 1066, 2008;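 active = inhibition above a set limit, the median over all tested compounds plus 3 SD, cut at about 9.5% in these data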;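 also: enzyme runs in reverse so mevalonate oxidation gives rising NADPH absorbance; 0% = complete reaction with DMSO and 100% = background rate lacking mevalonate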
PPARg SRC2 recr = agonists of PPARg-SRC-2 recruitment, primary screen, biochemical, HTS; activation, % at 8 µM; Peroxisome proliferator-activated receptor gamma (Homo sapiens), P37231; hit rate 0.34% among 200,000; PPARgamma LBD-SRC-2 recruitment; in the data active = activation above about 22%;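 also: 0% = vehicle and 100% = reference agonist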
Target sequence (P37231 whole entry, looked up, the tested form may be a part): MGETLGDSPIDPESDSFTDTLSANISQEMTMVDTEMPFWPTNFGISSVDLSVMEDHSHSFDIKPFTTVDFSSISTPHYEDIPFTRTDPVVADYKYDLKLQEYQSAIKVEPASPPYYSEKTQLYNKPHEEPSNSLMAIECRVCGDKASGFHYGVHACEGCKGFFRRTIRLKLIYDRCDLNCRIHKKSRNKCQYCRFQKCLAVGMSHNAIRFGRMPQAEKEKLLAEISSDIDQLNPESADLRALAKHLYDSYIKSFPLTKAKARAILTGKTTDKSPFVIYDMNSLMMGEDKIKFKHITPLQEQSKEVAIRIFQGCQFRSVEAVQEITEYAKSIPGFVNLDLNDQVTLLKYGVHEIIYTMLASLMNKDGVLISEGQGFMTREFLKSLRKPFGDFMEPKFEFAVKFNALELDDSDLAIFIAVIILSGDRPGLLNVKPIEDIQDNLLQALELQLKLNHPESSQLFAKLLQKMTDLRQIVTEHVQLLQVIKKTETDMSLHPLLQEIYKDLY
PPARg SRC-1 ag = PPARgamma agonists recruiting SRC-1 coactivator, primary screen, biochemical; hit rate 0.41% among 200,000; Peroxisome proliferator-activated receptor gamma (Homo sapiens), P37231; AID 631, 2007; PPARgamma-SRC-1 coactivator recruitment biochemical assay; activation, % at 8 µM; in the data active = activation above about 19%;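 also: 0% = DMSO and 100% = reference agonist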
PPARg SRC-3 ag = PPARgamma agonists recruiting SRC-3 coactivator, primary screen, biochemical; Peroxisome proliferator-activated receptor gamma (Homo sapiens), P37231; biochemical PPARgamma/SRC-3 coactivator recruitment assay; activation, % at 8 µM; hit rate 0.26% among 200,000; in the data active = activation above about 23%;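 also: 0% = DMSO and 100% = reference agonist; some compounds past the cut are filed as inactive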
bIAP act = bovine intestinal alkaline phosphatase activators, primary screen, biochemical, bovine IAP, CDP-star luminescence; AID 1016, 2008; activation factor at 20 µM; purified bovine IAP, 30 min; active compounds read high; fold of DMSO-control signal, blank-subtracted; alkaline phosphatase, intestinal [Bos taurus]; hit rate 0.17% among 200,000;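 active = activation factor of 2 or more at 20 µM, a signal rise over negative controls twice the positive control's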
TNAP inh hi DEA = human TNAP enzyme inhibitors, primary screen, biochemical, luminescent, high phosphate acceptor level, uHTS. Alkaline phosphatase, tissue-nonspecific isozyme (Homo sapiens), P05186. purified TNAP, CDP-star luminescence, 1 M DEA. inhibition, % at 20 µM. hit rate 0.03% among 200,000;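 active = over 50% inhibition of tissue-nonspecific alkaline phosphatase at 20 µM in the single-dose screen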;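 also: plate controls were DMSO wells for no effect and EDTA-quenched wells as full inhibition for full effect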
* hit, by the source's call; / = no result given.

smiles	bIAP inhibitor	TNAP inh noacc	TNAP act hi DEA	SRC2 TRFRET art	Efa HMGR inh	PPARg SRC2 recr	PPARg SRC-1 ag	PPARg SRC-3 ag	bIAP act	TNAP inh hi DEA
O=C(Nc1ccc2c(c1)OCCO2)C1CCCN(S(=O)(=O)c2cccc3nsnc23)C1 (stereo not given)	11	-13	1	1455	0	6	4	11	0.9	0
CCCc1nc2ccccc2c(=O)n1-c1c(C)n(C)n(-c2ccccc2)c1=O	5	-8	1	1364	-3	4	-3	3	1	-3
Cc1ccccc1OCC(=O)Nc1cccc(NC(=O)c2ccco2)c1	7	-3	1.1	1718	-4	8	4	2	0.9	-7
CCOc1nc(-c2ccccc2)ccc1-c1noc(COc2ccccc2)n1	11	-6	1	1478	-6	-6	1	-1	0.9	0
CC(C)[C@H](NC(=O)c1ccccc1)C(=O)OCC(=O)N1CC2(C)CC1CC(C)(C)C2 (stereo not given in full)	-40	-23	1	1490	4	-8	-5	1	1.4	-2
COc1ccccc1-c1nnc(SCC(=O)OC(C)C)o1	7	-6	1	1516	-6	8	13	9	0.9	3
CSCCC1NC2(C(=O)Nc3c(C)cc(Cl)cc32)[C@@H]2C(=O)N(C3CCCC3)C(=O)[C@H]12 (stereo not given in full)	-2	-4	1	1696	0	4	8	7	1	-4
Cc1ccc(Cn2nnnc2CN2CCC(O)(c3ccc(F)cc3)CC2)cc1	-3	4	1.1	1581	-2	-4	-1	-1	1	-8
CCC(=O)c1cc2c(cc1NC(=O)c1ccccc1)OCCO2	11	-19	1	1716	-7	1	8	7	0.9	-2
COc1cccc2cc(-c3n[nH]c(=S)n3C)oc12	33	9	1	1809	0	21	9	12	0.7	-5
Cc1onc(-c2ccccc2Cl)c1C(=O)NCc1ccco1	4	0	1	1483	-1	0	3	2	1	-1
O=C(NCc1ccccc1)Oc1cccc(Cl)c1	7	-2	1	1686	2	15	5	6	0.9	4
COc1cccc2cc(C(C)N(CCCN3CCOCC3)C(=S)Nc3cc(C)cc(C)c3)oc12 (stereo not given)	-14	-4	1.1	1582	0	-7	-10	-3	1.1	-5
O=C(CSc1nnc2ccccn12)NCCN1C(=O)CSC1=O	12	-16	1	1509	-1	1	4	1	0.9	-1
Cc1cnc(NC(=O)CSc2nnc(C)n2N)s1	16	-7	1	1666	1	3	7	7	0.8	-2
Cc1ccc(NC(=O)Nc2c(C)n(C)n(-c3ccccc3)c2=O)cc1C	9	-17	1.1	1414	-1	-2	4	0	0.9	-5
COc1ccc(N(CC(=O)N/N=C/c2cccs2)S(=O)(=O)c2ccccc2)cc1	-3	-10	0.9	1777	2	4	8	4	1	9
COc1ccc2[nH]c(=O)c(CN(C(=O)c3ccccn3)C3CCCCC3)cc2c1	10	-9	1.1	1749	1	15	-7	5	0.9	-6
CN(C(=S)NC(=O)c1ccc(Br)o1)c1ccccc1	3	-4	1.1	1552	0	5	8	-1	1	-7
CC(C)CNC(=O)c1cccc(NC(=O)c2ccc(NC(=O)c3ccco3)cc2)c1	8	-6	1	1238	-1	-2	-4	2	0.9	1
COc1ccc(S(=O)(=O)Nc2ccc3c(c2)OCO3)cc1OC	2	6	1	1474	2	-2	-3	-3	1	4
COCCCNS(=O)(=O)c1ccc(C)cc1	-2	-7	1.1	1680	0	1	-4	3	1	-5
CCn1c(-c2ccccc2)ccc(C#N)c1=O	/	3	1	1572	-9	-6	-2	-7	0.4	0
CN=c1scc(C)n1/N=C/c1ccc2c(c1)OCO2	15	-10	1	1364	-8	12	9	-4	0.9	-3
Cn1c(=O)c2[nH]c(-c3cccnc3)nc2n(C)c1=O	4	-10	1.1	1344	0	-13	-6	-20	1	-6
CN(C)S(=O)(=O)c1ccc(Nc2ccc(-c3ccc4c(c3)OCCO4)nn2)cc1	-1	-12	1.1	1501	-7	-6	-3	-3	1	-6
Cc1cc(NC(=O)c2cc(-c3cccs3)on2)nn1Cc1ccc(Cl)cc1	-1	-14	1.1	1299	-2	6	-6	9	1	-5
CCc1ccc(Nc2nnc(SC3CCOC3=O)s2)cc1 (stereo not given)	5	-4	1	1687	-5	-2	3	1	0.9	2
Cc1ccc(N/C(N)=N/c2nc(C)cc(C)n2)cc1	47	-14	1	1605	3	8	6	0	0.5	-3
CCC(C)NC(=O)CNC(=S)N(Cc1ccccc1)Cc1cccnc1 (stereo not given)	5	-3	1	1663	0	-5	7	2	0.9	1

Ordered by the number under TNAP act hi DEA (lowest first): 3 of the compounds above.
| SMILES | TNAP act hi DEA |
| --- | --- |
| COc1ccc(N(CC(=O)N/N=C/c2cccs2)S(=O)(=O)c2ccccc2)cc1 | 0.9 |
| CCOc1nc(-c2ccccc2)ccc1-c1noc(COc2ccccc2)n1 | 1 |
| Cc1ccccc1OCC(=O)Nc1cccc(NC(=O)c2ccco2)c1 | 1.1 |

More records follow.
smiles	bIAP inhibitor	TNAP inh noacc	TNAP act hi DEA	SRC2 TRFRET art	Efa HMGR inh	PPARg SRC2 recr	PPARg SRC-1 ag	PPARg SRC-3 ag	bIAP act	TNAP inh hi DEA
N/C(=N\OS(=O)(=O)c1ccc(Br)cc1)c1ccncc1	10	-14	1.1	1671	0	3	8	-4	0.9	-5
CCN(CC)S(=O)(=O)c1c(Br)cc(C)cc1Br	29	-11	1.1	1485	2	8	-1	-2	0.7	-6
CCC(C)(C#CCN1CCCCC1)OCCC#N (stereo not given)	8	-8	1	1714	-3	15	11	-2	0.9	0
Cc1cc(C)c([N+](=O)[O-])cc1NC(=O)CCSc1ccccc1Cl	21	-2	1	1509	-5	-2	-2	-2	0.8	-3
Cc1ccc2nc(-c3cccnc3SCC(=O)N3c4ccccc4CC3C)[nH]c2c1 (stereo not given)	-5	-5	1	2147*	0	4	3	5	1.1	-4
CC(=O)Nc1ccc(C(=O)OCC(=O)c2cccc([N+](=O)[O-])c2)cc1	2	2	1	1645	-3	0	0	6	1	0
O=C(CN=C1NS(=O)(=O)c2ccccc21)OCC(=O)c1cc(F)ccc1F	-10	5	1	1380	-2	9	-1	-5	1.1	-2
CC(C)(C)C1CCC(=NNC(=O)c2ccccc2-n2cccc2)CC1 (stereo not given)	45	-10	1	1547	-4	-2	-2	3	0.6	-1
COc1cccc(CC(NC(C)=O)C(=O)NC2CCN(c3c(Cc4ccccc4)c(C)nc4ncnn34)CC2)c1 (stereo not given)	4	-8	1	1621	1	2	6	-1	1	-3
CCn1c(COc2ccccc2C)nnc1SCC(=O)Nc1ccc2c(c1)OCCO2	8	-11	1.1	1638	-6	-4	1	-6	0.9	-5
CC(C)C(=O)Nc1cccc(-c2cnc3ccccc3n2)c1	16	-11	1.1	1526	1	4	-3	7	0.8	-5
COC(=O)c1ccc(CN(c2ccc(C)cc2)S(=O)(=O)c2ccc3c(c2)OCCO3)o1	-1	-21	1.1	1411	0	-3	0	-4	1	-8
Cc1nn(CCN)c(C)c1Cl	4	-4	1	1406	1	-7	4	0	1	-4
O=C(c1ccc(C#CC2(O)CCCCC2)cc1)N1CCOCC1	-8	-6	1	1323	0	-2	-4	-12	1.1	-2
COc1ccc(OCc2ccc(-c3nc4ccccc4c(=O)n3N)o2)cc1	0	-7	1	1683	2	3	2	-4	1	-3
CC1(C)O[C@@H]1COc1c2ccoc2cc2oc(=O)ccc12	5	-12	1	1605	1	-4	2	3	1	-3
CCOC(=O)c1ccc(Nc2ncnc3nc[nH]c23)cc1	-16	-122	1.1	1628	7	6	5	9	1.2	-6
CCCCCCn1c(Br)nc2c1c(=O)n(C)c(=O)n2C	0	-5	1	1396	-2	-8	-8	-1	1	0
Cc1ccccc1-n1c(SC/C(O)=C(\C#N)c2nc3ccccc3[nH]2)nnc1-c1ccncc1	0	-10	1	1799	0	6	10	0	1	-5
O=C(CCC(=O)c1cccs1)Nc1ccc(N2CCCCC2)cc1	-2	-2	1	1546	-3	-9	3	-4	1	5
CCN(CC)C(=S)Nc1c(C)n(C)n(-c2ccccc2)c1=O	0	7	1	1554	-4	11	7	5	1	-4
O=C(O)c1ccc(Sc2ccccn2)c([N+](=O)[O-])c1	-6	-2	1	1481	-2	-7	-8	3	1.1	0
CCOc1ccccc1NC(=O)Cc1c(F)cccc1Cl	4	-17	1	1677	-2	6	-1	0	1	-1
Cc1ccnc(NS(=O)(=O)c2ccc(NC(=O)C34CC5CC(C)(CC(C)(C5)C3)C4)cc2)n1	-4	-5	1	1455	-2	-3	-1	-6	1	0
COc1ccc(NC(=O)c2ccc(COCC(F)(F)C(F)F)cc2)cc1	8	-6	1	1453	-3	-3	-5	-5	0.9	0
COc1cccc2cc(C(=O)NCc3ccco3)c(=Nc3ccc(C(=O)O)cc3)oc12	6	-5	1	1320	4	1	2	-2	0.9	2
O=C(CSCc1c(F)cccc1Cl)NCc1ccncc1	-1	-7	1.1	1456	-9	-2	-2	-1	1	-6
CCOC(=O)c1ccc(NC(=O)Cn2nnc(-c3ccccc3)n2)cc1	8	-13	1	1670	3	-4	6	-1	0.9	2
COc1ccc(Cc2nnc(NC(=O)c3ccccc3[N+](=O)[O-])s2)cc1	-2	-1	1	1665	-5	5	7	10	1	-4
N=c1c2c(-c3ccccc3)c(-c3ccccc3)n(Cc3ccco3)c2ncn1CCN1CCOCC1	8	-19	1.1	1506	0	0	-6	3	0.9	-13
CCOc1ccc(N2CC(C(=O)OCC(=O)NCc3ccccc3)CC2=O)cc1 (stereo not given)	7	-4	0.9	1585	-4	11	2	3	0.9	7
Cc1ccc(C(=O)N/C(=C\c2sccc2C)C(=O)NCc2ccco2)cc1	4	-7	1	1409	-4	-4	-5	-8	1	1
Cc1nc(SC(C(=O)c2ccccc2)c2ccccc2)n[nH]1 (stereo not given)	-13	-2	0.9	1605	0	2	4	6	1.1	6
COc1cc(OC)c(C2=NOC(C(=O)N3CCc4ccccc4C3)C2)cc1Cl (stereo not given)	-2	-6	1	1620	-1	8	5	3	1	-1
CCC(C)NC(=O)C1CCCN(S(=O)(=O)c2ccc(-n3cnnn3)cc2)C1 (stereo not given)	7	-2	1	1699	-5	7	3	5	0.9	-4
CCC(=O)N(CC(=O)Nc1sc(C)c(C)c1C(N)=O)C1CCCCC1	9	-14	1	1578	5	-4	6	6	0.9	-2
Fc1cccc(Cl)c1CNc1ccc(N2CCCC2)cc1	1	-1	1	1530	0	5	14	5	1	-3
CCC(O)CNc1nc(SC)nc2sc3c(c12)CCN(C)C3 (stereo not given)	29	-7	1	1517	-8	1	2	-3	0.7	-1
